# SENP8 block-1: human SENP8 protease inhibitors, primary screen, biochemical, fluorescence, Nedd8 protein substrate, uHTS; recombinant SENP8; inhibition, % at 20 µM; actives 0.64% (n = 360,000); AID 602440, 2012; in the data active means inhibition mostly above about 40%, no sharp cut-off; inactive means mostly below about 27%
# A3G deaminase: APOBEC3G DNA deaminase inhibitors, primary screen, biochemical, fluorescence, single-stranded DNA substrate, uHTS; DNA dC->dU-editing enzyme APOBEC-3G (Homo sapiens), Q9HC16; actives 0.28% (n = 330,000); recombinant A3G, ssDNA deamination FAM/TAMRA fluorescence; inhibition, % at 20 µM;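 active means inhibition of at least 40% at 20 µM, with no more than 30% in the related APOBEC3A deaminase screen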;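 further: plate controls were DMSO wells with A3G for no effect and wells lacking A3G enzyme for full effect; some compounds called inactive have numbers as strong as hits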
# UBC13 polyUb: UBC13 polyubiquitin chain formation inhibitors, primary screen, biochemical, TR-FRET, uHTS | actives 0.47% (n = 330,000) | inhibition, % at 20 µM | Ubiquitin-conjugating enzyme E2 N (Homo sapiens), P61088; in the data active means inhibition above about 45%, passing the limit was not always enough
# SENP6 inh: SENP6 protease inhibitors, primary screen, biochemical, luminescence, uHTS | Sentrin-specific protease 6 (Homo sapiens), Q9GZR1 | actives 1.8% (n = 330,000) | Recombinant SENP6 catalytic domain, aminoluciferin luminescence | inhibition, % at 10 µM;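 active means inhibition above about 50% at the single tested dose, limit read from the data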;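 further: plate controls were DMSO wells with enzyme for no effect and DMSO wells lacking enzyme for full effect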
# Apaf1 inhib: inhibitors of human Apaf-1 apoptosome, primary screen, biochemical, DEVD-Rh110 fluorescence, uHTS; AID 489030, 2010; reconstituted apoptosome caspase-3 activity; actives 0.71% (n = 330,000); inhibition, % at 20 µM; active means inhibition of at least 40% at 20 µM;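 further: plate controls were DMSO wells for no effect and DEVD-CHO caspase inhibitor wells for full effect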
# Target sequence (O14727 whole entry, looked up): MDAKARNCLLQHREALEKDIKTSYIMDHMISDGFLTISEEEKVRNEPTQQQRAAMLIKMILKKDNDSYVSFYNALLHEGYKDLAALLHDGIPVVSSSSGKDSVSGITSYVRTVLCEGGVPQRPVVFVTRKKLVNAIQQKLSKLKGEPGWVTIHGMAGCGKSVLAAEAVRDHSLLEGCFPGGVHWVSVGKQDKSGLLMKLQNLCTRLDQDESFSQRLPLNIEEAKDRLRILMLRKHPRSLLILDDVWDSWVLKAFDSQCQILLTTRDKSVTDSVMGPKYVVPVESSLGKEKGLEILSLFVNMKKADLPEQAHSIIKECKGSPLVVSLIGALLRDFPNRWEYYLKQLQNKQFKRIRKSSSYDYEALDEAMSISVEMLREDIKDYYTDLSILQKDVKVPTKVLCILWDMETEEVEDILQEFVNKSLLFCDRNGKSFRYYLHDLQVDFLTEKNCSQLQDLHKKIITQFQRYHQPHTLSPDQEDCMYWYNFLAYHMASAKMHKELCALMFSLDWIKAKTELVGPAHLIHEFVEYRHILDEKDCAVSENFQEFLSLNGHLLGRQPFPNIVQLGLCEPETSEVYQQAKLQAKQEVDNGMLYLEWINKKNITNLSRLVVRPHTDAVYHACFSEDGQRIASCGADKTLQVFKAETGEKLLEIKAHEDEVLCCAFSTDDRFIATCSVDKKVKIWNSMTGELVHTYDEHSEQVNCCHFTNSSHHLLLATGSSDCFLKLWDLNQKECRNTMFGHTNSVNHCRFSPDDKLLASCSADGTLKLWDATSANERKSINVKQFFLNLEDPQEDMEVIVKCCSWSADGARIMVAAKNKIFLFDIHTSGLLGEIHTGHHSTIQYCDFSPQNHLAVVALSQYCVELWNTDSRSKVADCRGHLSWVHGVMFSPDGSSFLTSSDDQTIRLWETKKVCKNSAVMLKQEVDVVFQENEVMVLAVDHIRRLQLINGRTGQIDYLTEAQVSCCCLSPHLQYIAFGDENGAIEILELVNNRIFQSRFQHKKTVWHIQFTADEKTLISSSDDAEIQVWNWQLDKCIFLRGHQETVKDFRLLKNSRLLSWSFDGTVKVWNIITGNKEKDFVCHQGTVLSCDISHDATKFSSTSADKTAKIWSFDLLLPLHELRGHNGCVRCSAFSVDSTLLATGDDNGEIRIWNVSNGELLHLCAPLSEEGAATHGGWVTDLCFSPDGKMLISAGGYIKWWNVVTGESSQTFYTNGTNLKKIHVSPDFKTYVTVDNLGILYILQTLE
#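 System: reconstituted apoptosome with Apaf-1, cytochrome c, caspase-9, procaspase-3, dATP; Signal: Rh110 fluorescence intensity; Schedule: 30 min compound preincubation, 50 min activation, room temperature; Reagent: cytochrome c trigger plus (Z-DEVD)2-Rh110 caspase-3 substrate.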
# SENP7 block: SENP7 protease inhibitors, primary screen, biochemical, luminescence, uHTS | Sentrin-specific protease 7 (Homo sapiens), Q9BQF6 | recombinant SENP7, Z-RLRGG-aminoluciferin luminescence, 40 min | inhibition, % at 5 µM | actives 1.5% (n = 330,000);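 active means inhibition above about 50% at the single test dose, limit read from the data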;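 further: plate controls were DMSO with enzyme for no effect and no enzyme buffer wells for full effect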
# SENP8 block-2: SENP8 protease inhibitors, primary screen, biochemical, luminescence; actives 1.2% (n = 330,000); purified SENP8, Z-RLRGG-aminoluciferin cleavage; AID 2540, 2010; inhibition, % at 10 µM; in the data active means inhibition above about 50%
# SENP1 FRET inh: human SENP1 catalytic domain inhibitors, primary screen, biochemical, FRET, uHTS; Sentrin-specific protease 1 (Homo sapiens), Q9P0U3; recombinant SENP1 catalytic domain, CyPet-SUMO1-YPet FRET cleavage; inhibition, % at 10 µM; actives 0.21% (n = 360,000);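 active means inhibition at least 30% at 10 µM, raw YFP signal under a set limit, fluorescence ratio 0.5 to 1.5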;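 further: 0% = enzyme with DMSO and 100% = no enzyme wells; some results filed as inactive read as strong as hits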
#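 Assay system – human recombinant His6-tagged SENP1 catalytic domain enzyme · Input – SENP1 enzyme, 20 pM final · Buffer or medium – Tris pH 8 buffer plus EDTA, NaCl, BME, BSA, NP40, catalase · Schedule – 50 min reaction at room temperature · Technique – FRET read of cyan and yellow fluorescence · Control set – no-enzyme wells low, DMSO-plus-enzyme wells high control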
# The depositor's hits bear a star; & = joins results of further samples.
SMILES,SENP8 block-1,A3G deaminase,UBC13 polyUb,SENP6 inh,Apaf1 inhib,SENP7 block,SENP8 block-2,SENP1 FRET inh
O=C(CN1C(=O)NC2(CCCC2)C1=O)N1CCN(S(=O)(=O)c2ccccc2)CC1,3,-6,10,-7,-12,-3,0,-1
CCOC(=O)Cn1c(=NC(=O)c2cccs2)sc2cc(C(=O)OC)ccc21,-388,-4,-2,-8,4,-8,-3,-1
COc1cc(N2CCCC2)ccc1[N+](=O)[O-],26,3,-42,-8,10,8,5,0
COc1ccc(C(=O)CSc2nnc(CN3CCCC3)n2-c2ccc(F)cc2)c(OC)c1,9,-1,-3,-2,15,3,1,-1
Cn1c(SCc2ccc([N+](=O)[O-])cc2)nc2c(c1=O)SCC2,12,-6,12,10,-3,-1,5,-2
CCCN(C(=O)c1ccc(N(C)S(=O)(=O)c2ccc(C)cc2)cc1)C1CCS(=O)(=O)C1 (stereo unspecified),-8,-7,0,-11,18,17,-4,0
CCn1c(=O)cc(SCC(=O)N2CCN(C(=O)c3ccco3)CC2)c2ccccc21,-21,-8,12,-19,-13,-4,3,0
O=c1cc(CSc2nnc(Nc3ccccc3F)s2)nc2sccn12,0,-6,2,-18,2,-10,-6,-1
CCCNC(=O)CN1CCC(c2nc3ccccc3[nH]2)CC1,13,-4,4,-3,-17,-5,-9,2
CCc1nc(C)c(C(=O)N2CCCC(C(=O)Nc3cccc(-c4cccc(C)c4)c3)C2)o1 (stereo unspecified),-8,-10,4,1,12,-7,-8,2
N#CC1CN(C(c2ccccc2)c2ccccc2)C1,4,-3,-19,7,0,-4,-7,1
COc1ccc(C(CC(=O)N2CCCC2)C(C)C)cc1 (stereo unspecified),13,-8,5,4,1,1,-6,1
O=C(Nc1ccccc1C(=O)O)c1cncc(Br)c1,0,18,-8,49,11,11,23,1
O=C(c1cccc(-c2nnc(-c3ccccc3)o2)c1)N1CCCCC1,22,2,3,24,7,6,-2,1
CC(C)[C@@H]1COC(c2cccc(C3=N[C@H](C(C)C)CO3)n2)=N1,4,-2,-8,6,3,-1,3,1
CC1Cc2ccccc2N1CC(=O)NC(=O)NC1CCCCC1 (stereo unspecified),3,1,-1,5,15,6,-1,-5
COc1ccc(F)cc1S(=O)(=O)N1CCCCC1,17,2,-6,5,-19,-2,1,1
CCOc1ccc(NC(=O)CN(C)C(=O)c2ccccc2-n2cnnn2)cc1OCC,8,-6,-2,-12,7,14,-10,-2
O=S(=O)(Nc1ncccn1)c1ccc(F)cc1,-7,-1,1,3,0,-6,0,2
COc1cccc(NC(=O)CN(C)C(=O)c2csc3c2CCCC3)c1,-2,-5,6,-8,-1,3,-8,-1
CC(=O)c1ccc(NC(=O)CSc2nnc(NC(=O)C3CC3)s2)cc1,7,-8,9,-17,-3,6,-5,1
CN1CCN(C(=S)NC(=O)c2ccccc2Br)CC1,4,-7,7,0,-3,-9,1,1
C[C@H](CO)N1C[C@H](C)[C@@H](CN(C)Cc2ccncc2)Oc2c(NS(=O)(=O)c3ccccc3)cccc2C1=O,11,-6,4,4,-3,-4,0,1
Cc1nn(C)c(C)c1NS(=O)(=O)c1ccccc1Cl,6,-2,-10,-5,-3,-9,-8,3
O=C(NCCCN1CCCC1=O)C1CCN(S(=O)(=O)c2ccccc2)CC1,1,-3,14,-7,-9,-3,0,-2
O=C(Cc1c[nH]c2ccccc12)N1CCN(c2ccccc2)CC1,-1,-3,0,-6,1,2,-2,-3
O=C(O)C1=C[C@@H](c2ccc(F)cc2)C[C@@H](OCCCCO)O1,-3,-1,-4,-6,3,-4,1,0
O=C(CSc1cn[nH]n1)Nc1ccc(Cl)cc1Cl,1,-3,4,-11,5,-1,-6,-1
O=C(CC1CCC1)Nc1cccc2c([N+](=O)[O-])cccc12,32,-4,-6,-13,8,7,-8,5
O=C(O[C@@H](C(=O)O)[C@@H](OC(=O)c1ccccc1)C(=O)O)c1ccccc1,4,-3,1,10,-8,7,5,-1
O=C(NC1CCSc2ccccc21)c1ccc([N+](=O)[O-])cc1 (stereo unspecified),10,-9,3,-3,-19,-6,5,1
CCCCN(C(=O)c1c(C)noc1C)c1c(N)n(CCCC)c(=O)[nH]c1=O,-75,-8,-3,-9,6,7,-18,-42
O=C(c1ccc(N2CCOCC2)nc1)N1CCCCC1,5,-8,4,-5,-19,-1,-4,-1
O=C(c1ccccc1NS(=O)(=O)c1ccc(F)cc1)N1CCCC1,14,0,5,-4,-9,0,-1,1
Cc1cc(C)n2nc(SCC(=O)Nc3ccccc3)nc2n1,14,-5,18,-3,-10,5,1,0
COc1ccc(NC(=O)CSc2ccc3ccccc3c2)cc1S(=O)(=O)N1CCCCC1,5,-9,2,8,13,4,5,3
Cc1ccc(O)c(-c2cc(C(F)(F)C(F)F)nc(-c3ccccc3)n2)c1,-85,2,-15,14,8,1,2,5
Cc1ccc(-n2ncc3c(SCC(=O)NNC(=O)C(C)C)ncnc32)cc1,-28,-9,8,18,2,7,21,-3
Cc1ccc(C)c(NC(=O)CSc2nnc(CNC(=O)c3ccco3)o2)c1,11,-9,0,-21,-5,7,-19,1
Clc1cccc(N=C2NN=C(c3ccc4c(c3)OCCO4)CS2)c1,-31,-5,2,19,12,-1,9,2
O=C(NCc1ccccc1)c1onc(CSc2ccccc2)c1C(=O)NCC1CC1,9,6,15,5,24,1,1,-1
COC(=O)c1ccc(Cl)c(NC(=O)CN(c2ccc3c(c2)OCO3)S(C)(=O)=O)c1,11,-4,-7,1,-3,-6,-4,0
C/C(=N\NC(=O)c1ccc(C)cc1)c1c(C)[nH]n(-c2ccccc2)c1=O,-131,-5,-13,-4,6,3,9,-99
Cc1onc(-c2ccccc2Cl)c1C(=O)Nc1ccccc1C(N)=O,-20,-8,-2,13,6,-6,-11,1
Nc1c(C(=O)NCCc2ccccc2)nnn1Cc1ccccc1,13,-4,3,5,0,-5,4,4
ON1C(c2ccccc2C(F)(F)F)N(O)[C@H]2CCCC[C@H]21 (stereo partly specified),13,-3,4,-9,-3,-5,-5,3
O=C(COc1ccccc1)Nc1ccc2c(c1)Cc1cc(NC(=O)COc3ccccc3)ccc1-2,16,-3,-10,-18,-5,-7,-8,1
CC(C)CCN1CC(O)=C(c2nc3ccccc3[nH]2)C1=N,3,-7,6,11,-12,-2,7,-4
Cc1nc2c(o1)CCc1ccccc1C2N1CCN(C)CC1 (stereo unspecified),16&2&2,-1&-5,9&6,-12&-5,-14&-15,27&1,1&-6,0&-1&0
COc1cc(NC(=O)NC2Cc3ccccc3C2)cc(OC)c1,28,-8,7,-6,13,4,-10,1
Cc1occc1C(=O)N=Nc1c(O)n(C)c2ccccc12,25,-1,-4,73*,2,75*,47,4
COc1ccc2nc(COC(=O)c3cccc([N+](=O)[O-])c3)c(C(C)=O)[n+]([O-])c2c1,-33,-1,-12,-14,-8,11,-4,-3
CCC(=O)N1CCc2cc(S(=O)(=O)NCCC(=O)NCc3ccc(F)cc3)ccc21,2,-7,5,3,-7,3,4,4
CC(C)[C@H](NC(=O)c1ccccc1)C(=O)OCC(=O)c1ccccc1F,17,0,10,10,-6,5,-1,3
CCSc1nc2ccccc2n1CC(=O)N1CCCCC1,5,-1,14,-1,-7,6,-5,1
Cc1c(C(=O)N(C)C2CCCCC2)sc2ncnc(N3CCN(c4ccccc4F)CC3)c12,5,1,2,-2,29,-3,12,-1
COc1ccc(NC(=O)C2CC(c3c(F)cccc3Cl)=NO2)cc1OC (stereo unspecified),-4,-2,-9,20,17,3,9,2
CC(C)Cn1nc(C(=O)Nc2cccc(S(=O)(=O)N3CCCC3)c2)c2ccccc2c1=O,1,-9,1,-2,7,-1,5,0
COCCNC(=O)Cn1cc2c(n1)CCCCC2,14,-6,3,-7,-12,0,8,-2
COc1ccc(NC(=O)CC(C)C)c(OC)c1,8,-1,-3,1,8,5,-3,-2
O=C(COc1ccc(-c2nnco2)cc1)NC1CCCc2ccccc21 (stereo unspecified),21,-9,-2,1,-1,1,2,3
COc1ccc(/C=C/C(=O)OCC(=O)Nc2cccc(Oc3ccccc3)c2)c(OC)c1,-48,-9,15,-34,-3,-4,-25,-2
COc1cc(/C=C/C(=O)O)cc(S(=O)(=O)NCc2ccco2)c1OC,5,0,-10,-7,2,-7,-14,0

# Structures listed so far containing an aryl methoxy group, in the order listed:
SMILES,SENP8 block-1,A3G deaminase,UBC13 polyUb,SENP6 inh,Apaf1 inhib,SENP7 block,SENP8 block-2,SENP1 FRET inh
COc1cc(N2CCCC2)ccc1[N+](=O)[O-],26,3,-42,-8,10,8,5,0
COc1ccc(C(=O)CSc2nnc(CN3CCCC3)n2-c2ccc(F)cc2)c(OC)c1,9,-1,-3,-2,15,3,1,-1
COc1ccc(C(CC(=O)N2CCCC2)C(C)C)cc1 (stereo unspecified),13,-8,5,4,1,1,-6,1
COc1ccc(F)cc1S(=O)(=O)N1CCCCC1,17,2,-6,5,-19,-2,1,1
COc1cccc(NC(=O)CN(C)C(=O)c2csc3c2CCCC3)c1,-2,-5,6,-8,-1,3,-8,-1
COc1ccc(NC(=O)CSc2ccc3ccccc3c2)cc1S(=O)(=O)N1CCCCC1,5,-9,2,8,13,4,5,3
COc1cc(NC(=O)NC2Cc3ccccc3C2)cc(OC)c1,28,-8,7,-6,13,4,-10,1
COc1ccc2nc(COC(=O)c3cccc([N+](=O)[O-])c3)c(C(C)=O)[n+]([O-])c2c1,-33,-1,-12,-14,-8,11,-4,-3
COc1ccc(NC(=O)C2CC(c3c(F)cccc3Cl)=NO2)cc1OC (stereo unspecified),-4,-2,-9,20,17,3,9,2
COc1ccc(NC(=O)CC(C)C)c(OC)c1,8,-1,-3,1,8,5,-3,-2
COc1ccc(/C=C/C(=O)OCC(=O)Nc2cccc(Oc3ccccc3)c2)c(OC)c1,-48,-9,15,-34,-3,-4,-25,-2
COc1cc(/C=C/C(=O)O)cc(S(=O)(=O)NCc2ccco2)c1OC,5,0,-10,-7,2,-7,-14,0

# Another view of part of the listing above:
Cc1cc(C)n2nc(SCC(=O)Nc3ccccc3)nc2n1
  SENP8 block-1: 14 | A3G deaminase: -5 | UBC13 polyUb: 18 | SENP6 inh: -3 | Apaf1 inhib: -10 | SENP7 block: 5 | SENP8 block-2: 1 | SENP1 FRET inh: 0

COc1ccc(NC(=O)CSc2ccc3ccccc3c2)cc1S(=O)(=O)N1CCCCC1
  SENP8 block-1: 5 | A3G deaminase: -9 | UBC13 polyUb: 2 | SENP6 inh: 8 | Apaf1 inhib: 13 | SENP7 block: 4 | SENP8 block-2: 5 | SENP1 FRET inh: 3

# Screening data deposited in PubChem BioAssay by Sanford-Burnham Center for Chemical Genomics.
